miR122 inh – blocks miR-122 activity in Huh7 sensor cells | activation (reporter increase), % at 12.5 µM | 340,000 compounds, 0.3% hits | Huh7 miR-122 Renilla luciferase sensor, 48 h; neutral wells = 0, positive control = 100;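 active = mean replicate activation score at least 90 and every replicate individually at or above 90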;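 also: higher luciferase means less miR-122 activity so hits act as miR-122 inhibitors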
PGC1a acetyl inh – modulators of PGC1a acetylation | U2OS PGC1a acetylation, AlphaScreen anti-acetyl-lysine; with virally co-expressed GCN5 acetyltransferase | inhibition, % at 15.6 µM | 350,000 compounds, 0.17% hits | AID 651687;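 active = every replicate shows inhibition of at least 40%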;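 also: 0% = neutral control wells and 100% = positive control wells; some results beyond the cut were filed as inactive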
PglD inh – PglD (C. jejuni) enzyme inhibition | 360,000 compounds, 0.098% hits | purified PglD enzyme, DTNB colorimetric CoA detection | inhibition, % at 12.5 µM | AID 602405; in the data active = inhibition above about 16%, passing the limit was not always enough; also: strong numbers were not always called active
Cneo AK release – causes C. neoformans cell lysis | AID 651654 | lysis activity, % at 15 µM | adenylate kinase release luminescence, 4 h; normalised: neutral wells 0, clomiphene wells 100 | 360,000 compounds, 0.2% hits;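 active = mean lysis activity across replicates of at least 80%, whatever share of replicates individually reach that level; inactive = mean lysis activity below 80%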
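Test system: log-phase Cryptococcus neoformans yeast cells. Input: 5 × 10^6 yeast cells/mL. Medium: fresh YPD growth medium. Doses: single dose. Incubation: static 4 h at 37 °C with compound, 1 h detection. Measured by: luminescent adenylate kinase detection reagent. Read-out: signal increase indicating cell lysis. Benchmarks: Clomiphene.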
RAD52 anneal inh – RAD52 (human) annealing inhibition; recombinant RAD52 DNA annealing, FRET fluorescence; AID 651710; 360,000 compounds, 0.46% hits; inhibition, % at 18.7 µM;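 active = every replicate showing at least 50% inhibition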
Target sequence (P43351 whole entry, looked up): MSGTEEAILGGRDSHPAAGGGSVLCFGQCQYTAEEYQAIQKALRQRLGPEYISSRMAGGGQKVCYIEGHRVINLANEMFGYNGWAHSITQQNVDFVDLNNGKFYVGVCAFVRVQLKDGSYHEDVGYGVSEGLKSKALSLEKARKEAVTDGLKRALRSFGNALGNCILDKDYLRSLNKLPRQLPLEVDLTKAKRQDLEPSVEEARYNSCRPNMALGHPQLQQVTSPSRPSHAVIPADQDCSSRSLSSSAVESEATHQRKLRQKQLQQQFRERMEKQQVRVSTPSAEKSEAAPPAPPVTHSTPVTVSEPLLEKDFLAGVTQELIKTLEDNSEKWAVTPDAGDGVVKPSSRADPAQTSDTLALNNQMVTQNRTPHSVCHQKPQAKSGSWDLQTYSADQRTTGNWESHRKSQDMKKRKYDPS
E-sel inducer – E-selectin induction on HUVECs; P16581; activation, % at 7.58 µM; HUVEC E-selectin immunofluorescence imaging; normalized: neutral wells 0, TNF-alpha wells 100; 260,000 compounds, 0.37% hits;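 active = mean E-selectin-positive cell signal at least 10% of the positive control, reached in at least 60% of replicates, without over 20% cell loss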;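 also: in these data hits start at about 27%; measured in HUVEC primary endothelial cells; signal is the percent of cells scored E-selectin positive by PE staining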
Target sequence (P16581 whole entry, looked up): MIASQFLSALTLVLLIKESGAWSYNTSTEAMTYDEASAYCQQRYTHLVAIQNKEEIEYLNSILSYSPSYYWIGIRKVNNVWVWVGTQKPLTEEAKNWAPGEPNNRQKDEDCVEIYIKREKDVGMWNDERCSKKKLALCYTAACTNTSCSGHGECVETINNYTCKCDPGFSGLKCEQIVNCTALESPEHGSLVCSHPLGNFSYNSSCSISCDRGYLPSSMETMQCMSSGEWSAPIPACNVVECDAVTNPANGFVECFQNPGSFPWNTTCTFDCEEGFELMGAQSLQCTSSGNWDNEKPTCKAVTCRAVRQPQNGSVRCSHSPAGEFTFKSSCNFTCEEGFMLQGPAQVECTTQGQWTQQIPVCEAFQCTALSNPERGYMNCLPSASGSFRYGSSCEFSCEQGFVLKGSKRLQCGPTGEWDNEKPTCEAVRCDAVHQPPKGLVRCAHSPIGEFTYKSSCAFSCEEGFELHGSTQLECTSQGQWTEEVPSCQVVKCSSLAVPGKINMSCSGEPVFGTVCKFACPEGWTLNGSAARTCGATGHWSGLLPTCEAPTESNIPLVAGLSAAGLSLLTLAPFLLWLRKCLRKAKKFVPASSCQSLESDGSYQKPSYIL
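Read-out basis: % PE-positive cells; Test system: HUVEC primary endothelial cells; Technique: immunofluorescence imaging; Dosing: single-point compound dose.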
ERAP1 inh – blocks human ERAP1 aminopeptidase activity | recombinant ERAP1, Leu-AMC fluorescence, 60 min | inhibition, % at 10.7 µM | 340,000 compounds, 0.15% hits | AID 652197;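 active = mean replicate inhibition of at least 30%, or all replicates individually reaching that 30% level; inactive = mean below 30% and not every replicate reaching it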;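 also: 0% = neutral control wells and 100% = L-leucinethiol positive control wells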
RAD54 inh – RAD54 (human) branch migration inhibition; RAD54 Holliday junction branch migration, FAM/BHQ fluorescence; inhibition, % at 10.4 µM; 360,000 compounds, 0.14% hits; AID 602329;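 active = mean normalized replicate activity at least 40 and at least half of replicates scoring 40 or more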;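 also: 0% = median of neutral control wells and 100% = median of positive control wells; inhibitors cause a drop in the FAM fluorescence signal; in these data hits start at about 50%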
* = called active by the depositor; . = not tested or not shown; & = joins results of further samples; [ ] = remark or other dose.

compound	miR122 inh	PGC1a acetyl inh	PglD inh	Cneo AK release	RAD52 anneal inh	E-sel inducer	ERAP1 inh	RAD54 inh
Cc1ccc(-c2cc(C(F)(F)F)n3nc(C(=O)Nc4c(C)n(C)n(-c5ccccc5)c4=O)cc3n2)cc1	-16	-9	3	-1	.	.	.	-4
Cc1ccc(CNC(=O)C2C3C=CC(C3)C2C(=O)O)cc1 (stereo not given)	5	-2	-4	10	.	.	.	9
COc1cccc(C(=O)NCc2cn3ccsc3n2)c1	-6	-4	-5	-3	-7	0.0	-1	3
Cc1noc(C)c1S(=O)(=O)Nc1ccc2c(c1)C(=O)N([C@H](C)CO)C[C@H](C)[C@H](CN(C)S(C)(=O)=O)OCCCC[C@@H](C)O2	3[16.7 µM]	10	1	-3	-1	-0.1	-1	-4
CC(=O)Nc1nnc(COc2ccc(Cl)cc2)s1	3	9	.	.	-18	0.8	0	.
COc1ccc(-c2nc(CS(=O)CC(=O)N3CCN(C)CC3)c(C)o2)cc1OC (stereo not given)	-2	-12	4	1	-8	.	-4	5
CN1c2ccccc2C(C)(C)C12CC(c1ccc(S(=O)(=O)N3CCCCC3)cc1)=NO2 (stereo not given)	-2	-8	.	.	-4	1.3	-2	.
N#CC1=C(N)OC2=C(CCc3ccccc32)C1c1ccccc1Cl (stereo not given)	18	-1	-1	3	-36	.	-4	-4
COc1ccc(-c2c3c(=O)n(C)c(=O)n(C)c3cn2-c2cccc(OC)c2)cc1	.	1	1	-1	-6	.	-3	-10
CC(C)[C@H](NC(=O)N1CC(=O)Nc2ccccc21)C(=O)N[C@@H](C(=O)O)c1ccccc1	3	0	0	-2	-23	.	1	6
COC(=O)c1ccc(NC(=O)CC(=O)Nc2ccc(C(=O)OC)cc2)cc1	2	3	2	4	-8	.	5	22
O=C(CSc1n[nH]c(=O)n1C1CC1)Nc1ccc(F)c(Cl)c1	.	0	1	2	-5	1.4	-2	-5
c1ccc(OCCCc2nc(-c3ccccn3)no2)cc1	-2	9	-3	3	.	.	.	8
CCN(C(=O)c1cccc(Br)c1)c1ccccc1	2	-8	.	.	-9	-0.9	-3	.
COc1ccc(C2=NC(C)(C)Cc3cc(OC)c(OC)cc32)cc1OC	-1	.	-8	0	-5	-0.1	2	2
O=C(NCCc1ccc(C(F)(F)F)cc1)C1CCC(=O)N(CCCN2CCCC2=O)C1 (stereo not given)	.	.	-3	-1	-11	4.6	-2	-10
Cc1ccccc1CC1(CO)CCCN(C(=O)c2cccc(Cl)c2)C1 (stereo not given)	21	-10	2	-2	5	.	-3	1
O=C(c1ccc2c(=O)n(Cc3ccc4c(c3)OCO4)c(=O)[nH]c2c1)N1CCN(c2ccccc2)CC1	0	8	2	4	-13	.	2	0
CCOc1ccc(OCC)c(-c2c(=O)n(OCc3ccc(C(C)(C)C)cc3)c3ccccc3[n+]2[O-])c1	-1	-15	.	.	4	.	1	.
Cc1ccc(OCC(=O)N2CCC3(CC2)CC(=O)c2ccccc2O3)cc1	3	-5	4	-1	-6	2.4	-3	7
O=c1cc(-c2ccccc2)c2c(O)cc(O)cc2o1	-3	16	0	-1	-5	0.3	1	0
CC(C)NC(=O)N(C)C[C@H]1Oc2ccc(NC(=O)C3CCCCC3)cc2C(=O)N([C@@H](C)CO)C[C@@H]1C	-2[16.7 µM]	.	2	-7	0	0.0	1	-11
COc1ccc2c3c([nH]c2c1)[C@H](CO)N(C(=O)c1cccnc1)CC31CCN(C(=O)CN(C)C)CC1	.	4	.	.	4	0.1	0	.
COc1ccc(CCNC(=O)C(=O)NCC2OCCN2S(=O)(=O)c2ccc(Cl)cc2)cc1OC (stereo not given)	-6	11	3	0	-28	0.0	-3	-2
Cc1nn(CC#N)c(=O)n1-c1ccccc1F	0	9	-6	-2	.	.	.	0
COc1cccc(NC(=O)Cn2c(CCC(=O)O)ccc2-c2cccs2)c1	-3	11	.	.	-14	.	1	.
CC(C)Oc1ccc2c(=O)c(-c3ccccc3)coc2c1	0	-1	0	-1	0	-0.1	-1	9
COc1ccc(CCNC(=O)/C=C/c2ccco2)cc1OC	-1	.	-2	-1	-30	-0.1	-2	-7
Cc1ccc(NC(=O)c2nc[nH]c2C(=O)NCc2ccccc2)cc1	-4	.	0	1	-4	-0.2	3	7
Cc1ccc(S(=O)(=O)n2ccc(OC(=O)c3cccs3)n2)cc1	0	5	3	0	-7	.	2	0
CC(C)(C)[C@@H]1C=C(C(=O)N2CCN(Cc3ccc4c(c3)OCO4)CC2)O[C@H](OCc2ccc(CO)cc2)C1	-3	-7&-4	-1&0	36&-2	9&0	-0.1	5&-3	-8&-8
COc1c(F)c(F)c(C(=O)Nc2cccc(Cl)c2N2CCOCC2)c(F)c1F	-2	-6	-3	-3	.	.	.	-1
CN1CCN(C(=O)c2cnn(-c3ccccc3)c2NC(=O)c2cccs2)CC1	7	4	1	0	.	.	.	-7
O=C1NCCN1CCNc1nc(NCc2ccccc2)nc2ccsc12	-8	.	3	-2	-6	1.6	-5	6
CCOC(=O)N1CCN(C(=O)c2cnn3c(C(F)(F)F)cc(-c4cccs4)nc23)CC1	2	-5	0	1	3	0.7	-1	-19
Cc1nnc2ccc(N3CCOCC3)nn12	.	.	-4	0	-10	.	3	0
Cc1cc(C)c(S(=O)(=O)ON2C(=O)c3ccccc3C2=O)cc1C	-14	-13	3	0	.	.	.	-3
CCSc1nnc(NC(=O)c2nc3nc(C)cc(C)n3n2)s1	-5	-10	-9	-2	-23	3.1	2	-13
COc1ccc(Cc2c(-c3cccc(Cl)c3)nc3ccc(Cl)cn23)c(C)c1	-7	-4	6	1	-39	-0.6	3	11
CCC[C@H]1CN(Cc2cccnc2)C(=O)[C@@H]1CC(=O)Nc1ccc(Br)cc1	24	.	3	0	-2	.	-2	-6
COc1ccccc1C(=O)NCCC(=O)NCc1ccccn1	1	8	-4	-1	-5	10	-1	-2
Nc1ccc2nc(SCc3ccc([N+](=O)[O-])cc3)sc2c1	-23	2	1	0	-7	.	-5	0
NS(=O)(=O)c1ccc(CNC(=O)CC23CC4CC(CC(C4)C2)C3)cc1	-4	-4	0	7	.	.	.	-2
N#CCCN(Cc1cccnc1)C(=S)NC(=O)c1ccccc1	-6	-1	-5	4	-18	0.0	-1	-3
CC(NC(=O)c1ccc2c(=O)n3c(nc2c1)CCCCC3)c1ccccc1 (stereo not given)	-1	.	-5	-4	-2	.	2	2
Cc1c(NC(=O)Nc2cccc([N+](=O)[O-])c2)c(=O)n(-c2ccccc2)n1C	4	5	-2	2	-24	-0.7	4	-21
CS(=O)(=O)Nc1ccc(C(=O)NCc2ccco2)cc1	-2	-1	-7	4	.	.	.	-14
Cc1ccc(C)c(OCCn2ccnc2)c1	0	-2	1	2	.	.	.	11
CN(C)S(=O)(=O)c1cccc(C(=O)N2CCN(S(=O)(=O)c3ccc4c(c3)OCCO4)CC2)c1	-12	-3	1	2	-11	0.6	2	-3
CN(C(=O)c1cccc(NC(=O)Cc2ccc(NC(=O)C3CCN(S(=O)(=O)c4cccc([N+](=O)[O-])c4)CC3)cc2)c1)C1CC1	.	.	-1	-2	-12	-0.1	-2	-13

Next section
compound	miR122 inh	PGC1a acetyl inh	PglD inh	Cneo AK release	RAD52 anneal inh	E-sel inducer	ERAP1 inh	RAD54 inh
C[C@@H]1CCCCO[C@H](CN(C)C(=O)c2ccccc2)[C@H](C)CN([C@@H](C)CO)C(=O)c2cc(NC(=O)Cc3ccccc3)ccc2O1	2[16.7 µM]	3	-4	-3	-2	-0.1	2	4
CCCc1cc(=O)n2[nH]c(NCc3ccc(OC)c(OC)c3)nc2n1	-3	-15	.	.	-2	.	-2	.
CCCN(C)C[C@@H]1Oc2ncc(C#CC3(O)CCCC3)cc2C(=O)N([C@@H](C)CO)C[C@@H]1C	17[16.7 µM]	3	-1	-1	3	-1.0	0	0
N#Cc1c(N)[nH]c2ccc(Sc3ccccc3)cc12	28	-11	.	.	3	3.4	1	.
Cc1nc(CC(=O)Nc2nc(-c3ccccc3)cs2)cs1	13	0	0	2	.	.	.	-10
COc1ccc(S(=O)(=O)NCC2CCCN(Cc3ccc(O)cc3)C2)cc1 (stereo not given)	1	-8	1	0	-7	0.0	-4	3
Cc1cc(C)n2nc(SCC(=O)NC3CCCCC3)nc2n1	-2	3	3	1	-18	.	3	-9
C[C@H]1CN([C@@H](C)CO)C(=O)CCCn2cc(nn2)CO[C@@H]1CN(C)S(=O)(=O)c1ccc(Cl)cc1	0	4&-3	4&4&-1	-1&-2&12	-7&7&-6	0.0&0.6	2&0&0	-4&0&-4
Cc1noc(C)c1NC(=O)N(C)C[C@@H]1Oc2c(NS(C)(=O)=O)cccc2C(=O)N([C@H](C)CO)C[C@H]1C	-1[16.7 µM]	1	-2	3	12	-1.1	0	-3
O=C(CCSCCc1ccccn1)Nc1nccs1	4	7	.	0	-6	-1.7	0	-5

No new results follow: entries from further up.
compound	miR122 inh	PGC1a acetyl inh	PglD inh	Cneo AK release	RAD52 anneal inh	E-sel inducer	ERAP1 inh	RAD54 inh
COc1ccc(S(=O)(=O)NCC2CCCN(Cc3ccc(O)cc3)C2)cc1 (stereo not given)	1	-8	1	0	-7	0.0	-4	3
Cc1cc(C)n2nc(SCC(=O)NC3CCCCC3)nc2n1	-2	3	3	1	-18	.	3	-9
C[C@H]1CN([C@@H](C)CO)C(=O)CCCn2cc(nn2)CO[C@@H]1CN(C)S(=O)(=O)c1ccc(Cl)cc1	0	4&-3	4&4&-1	-1&-2&12	-7&7&-6	0.0&0.6	2&0&0	-4&0&-4

(more compounds)
compound	miR122 inh	PGC1a acetyl inh	PglD inh	Cneo AK release	RAD52 anneal inh	E-sel inducer	ERAP1 inh	RAD54 inh
CN1CCN(C(=O)C[C@H]2CC[C@@H]3[C@H](COC[C@@H](O)CN3CC3CCCC3)O2)CC1	.	-10	.	.	-4	0.1	4	.
N#Cc1ccc(CN2CCN(C(=O)c3cn(Cc4ccccc4)nc3-c3cccnc3)CC2)cc1	8	2	5	0	-14	-0.5	-2	4
O=C(OCc1ccc([N+](=O)[O-])cc1)C1CC(=O)N(c2ccccc2)C1 (stereo not given)	2	.	7	0	0	.	4	1
C/C=C/c1ccc([C@@H]2[C@@H](CO)N(S(C)(=O)=O)C23CN(C(=O)CC)C3)cc1	.	15	.	.	-7	-0.2	1	.
CC(C)Cc1nnc(NC(=O)CSc2nc(O)c(-c3ccccc3)c(=O)[nH]2)s1	9	.	-6	0	-1	-1.7	-2	8
C[C@@H]1CN([C@H](C)CO)C(=O)Cc2cc(NC(=O)Nc3ccc(C(F)(F)F)cc3)ccc2O[C@H]1CN(C)Cc1ccc2c(c1)OCO2	-8[16.7 µM]	8	-4	1	-1	0.1	2	2
CN(C)C(=O)C[C@@H]1CC[C@@H]2[C@H](COc3ccc(NC(=O)c4ccc(F)cc4)cc3C(=O)N2C)O1	.	.	5	1	-2	0.1	2	-5
O=C(CCCOc1ccccc1)N1CCN(c2ccccn2)CC1	-3	4	1	-1	.	.	.	-6
COc1ccc(CN2CCNC(=O)C2CC(=O)NCc2cnn(C)c2)cc1OC (stereo not given)	-6	-2	.	.	-36	0.1	0	.
Cn1nc(C(=O)NC2CCC(O)CC2)c2ccccc2c1=O (stereo not given)	-4	-2	0	-2	-1	.	6	1
O=C(Nc1ccccc1[N+](=O)[O-])C1COc2ccccc2O1 (stereo not given)	2	-14	-6	-4	-13	.	-1	-4
N#Cc1ccc(S(=O)(=O)NC[C@H]2O[C@@H](n3ccc(N)nc3=O)[C@H](O)[C@@H]2O)cc1	-4	.	-2	-1	3	0.2	0	0

Compound activity (PubChem BioAssay)
